Compound activity: PubChem, several laboratories
NR2E3 ag-1 = NR2E3 agonists in two-hybrid cells, primary screen, cell-based, luminescence, CHO-S, Gal4-NCOR/VP16-NR2E3; luciferase; inhibition of corepressor binding, % at 3.98 µM; 360,000 tested, 0.35% active; AID 602229, 2012;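 active means inhibition above the mean of all tested compounds plus 3 SD, cut at about 70% in these data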;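 further: 0% = DMSO with NR2E3 transfected cells and 100% = cells lacking NR2E3 construct; higher means lower luciferase signal from less NR2E3 corepressor binding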
Target sequence (Q9Y5X4 whole entry, looked up, the tested form may be a part): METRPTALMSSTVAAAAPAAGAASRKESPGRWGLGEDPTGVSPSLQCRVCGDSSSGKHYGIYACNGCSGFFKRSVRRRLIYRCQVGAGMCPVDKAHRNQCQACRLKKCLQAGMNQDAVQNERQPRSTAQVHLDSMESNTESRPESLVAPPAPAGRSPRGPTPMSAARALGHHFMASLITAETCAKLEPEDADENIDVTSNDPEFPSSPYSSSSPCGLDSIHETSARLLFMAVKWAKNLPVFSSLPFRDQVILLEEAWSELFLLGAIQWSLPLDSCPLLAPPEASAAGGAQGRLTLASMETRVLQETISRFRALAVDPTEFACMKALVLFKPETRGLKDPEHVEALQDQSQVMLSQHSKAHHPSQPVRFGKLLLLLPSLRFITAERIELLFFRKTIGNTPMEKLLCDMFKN
TRPM1 prom inh = inhibitors of MITF-dependent TRPM1 promoter reporter, primary screen, cell-based, SK-MEL-5, single point, luciferase. SK-MEL-5 TRPM1 promoter luciferase, 24 h. inhibition, % at 12.5 µM. 330,000 tested, 0.83% active. AID 488899, 2010;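 active means mean inhibition across replicates of 60% or more, whatever share of single replicates reaches that level; inconclusive means some that reach 60%, reason not given; inactive means mean inhibition across replicates below 60%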; further: values of inactives mirror those of a sister screen read the other way
PDI turbidity = inhibitors of human PDI, primary screen, biochemical, turbidity, single point, plate reader; inhibition, % at 10 µM; Protein disulfide-isomerase (Homo sapiens), P07237; 350,000 tested, 0.052% active; PDI insulin aggregation turbidity, A650, 90 min;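 active means mean inhibition across replicates of 30% or more, whatever share of single replicates reach that level; inconclusive means mean inhibition below 30% while every single replicate reaches 30%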;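 further: absorbance from insulin aggregation driven by PDI reduction with DTT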
Target sequence (P07237 whole entry, looked up): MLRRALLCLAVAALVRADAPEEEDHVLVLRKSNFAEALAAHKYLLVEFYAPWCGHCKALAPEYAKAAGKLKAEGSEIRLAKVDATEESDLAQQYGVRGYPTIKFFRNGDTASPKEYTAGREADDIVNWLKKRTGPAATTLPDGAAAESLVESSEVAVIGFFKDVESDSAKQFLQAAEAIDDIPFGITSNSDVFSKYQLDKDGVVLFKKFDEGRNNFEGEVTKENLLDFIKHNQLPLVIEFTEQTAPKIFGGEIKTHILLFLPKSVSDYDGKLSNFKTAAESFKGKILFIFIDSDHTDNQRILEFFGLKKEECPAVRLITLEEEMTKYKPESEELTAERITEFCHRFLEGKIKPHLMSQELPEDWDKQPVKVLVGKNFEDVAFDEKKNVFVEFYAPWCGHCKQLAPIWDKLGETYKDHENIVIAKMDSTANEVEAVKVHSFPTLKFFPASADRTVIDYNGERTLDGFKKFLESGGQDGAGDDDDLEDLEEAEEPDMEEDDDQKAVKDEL
Peg3 prom inh = Peg3 promoter-driven luciferase inhibitors, primary screen, cell-based, HeLa, luciferase luminescence; HeLa PEG-Prom luciferase reporter, overnight; inhibition, % at 20 µM; 360,000 tested, 1.7% active; AID 588405, 2011;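 active means inhibition of at least 50% at 20 µM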
Shn3 inh set2 = reduction of Shn3 3'UTR firefly luciferase signal, primary screen, Schnurri-3 inhibitor project, cell-based, Clone20 osteoblasts, set 2 | Clone20 osteoblast Shn3 3'UTR firefly luciferase, 24 h | inhibition, % at 12.5 µM | 360,000 tested, 0.52% active | AID 588674, 2011;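 active means mean inhibition of at least 75% with every replicate also reaching 75%; inconclusive means mean inhibition at least 75% but some replicate below; inactive means mean inhibition below 75%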;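 further: 0% = median of neutral control wells and 100% = pilot-screen positive control compound; some compounds past the cut are filed as inactive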
KKLEB tox = cytotoxicity in KKLEB CF airway cells, primary screen, cytotoxicity control for CF NF-kB inhibitor project, cell-based, uHTS, fluorescence assay plates. KKLEB CF airway cells viability, ATPlite luminescence, overnight; active compounds read low; cells stimulated with P. aeruginosa culture filtrate. activity change (cytotoxicity), % at 5 µM. 360,000 tested, 0.36% active;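 active means corrected activity change at or below -50% at 5 µM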
CaV13 ICDI inh = Disruptors of the CACNA1D IQ motif to Ca2+-dependent inactivation inhibitor domain association, primary screening, Förster resonance energy transfer in intact living …; HEK cells, CFP/YFP FRET ICDI-IQ, plate reader, 10 min; percent FRET-ratio fall versus neutral wells; inhibition, % at 12.3 µM; 340,000 tested, 0.098% active; AID 743397;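 active means mean replicate inhibition of at least 30% and at least 1% of replicates passing that level; inconclusive means only one of the two criteria is met; inactive means neither criterion is met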;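 further: 0% = median of the neutral control wells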
HIF-2a block = HIF-2a reporter inhibitors, primary screen, luminescence, 786-0 RCC cells. inhibition, % at 18.8 µM. 360,000 tested, 0.72% active. 786-0 RCC cells HIF-2a reporter, luciferase luminescence, overnight;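 active means inhibition of the luminescence signal of 40% or more relative to plate controls, in a single-dose primary screen at 18.75 µM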
CF NFkB block = inhibitors of PAF-induced NF-kB signaling, primary screen, cell-based, GFP fluorescence, uHTS. KKLEB NF-kB-GFP reporter, GFP fluorescence overnight. AID 588850, 2011. 360,000 tested, 0.86% active. inhibition, % at 5 µM;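 active means at least 50% inhibition at 5 µM, scaled per plate between neutral and stimulator controls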;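 further: PAF is a Pseudomonas aeruginosa culture filtrate used as stimulus; plate controls were PAF-stimulated DMSO wells for no effect and unstimulated DMSO wells for full effect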
NR2E3 ag-2 = inhibitors of NR2E3-RetCOR corepressor binding, primary screen, NR2E3 agonist project, biochemical, TR-FRET, GST-NR2E3, biotin-RetCOR. Photoreceptor-specific nuclear receptor (Homo sapiens), Q9Y5X4. 1536-well. inhibition of corepressor binding, % at 4.78 µM. 320,000 tested, 0.12% active. AID 2300, 2010;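 active means percent inhibition above the cutoff of mean plus 3 SD of all tested compounds, set per screening campaign, cut at about 20% in these data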;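 further: 0% = DMSO wells and 100% = biotin wells as full block of FRET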
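Material: NR2E3–RetCOR corepressor complex / Amount: 1.35 nM GST-NR2E3 / Medium: Tris pH 7.5 / Compound: single nominal compound dose of 4.8 µM / Incubation: 5 h at 4 °C / Technique: TR-FRET, Eu(K)-anti-GST donor, streptavidin-D2 acceptor, ex 340, em 617/671 nm / Read-out basis: percent loss of FRET ratio relative to control wells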
Vif imaging = HIV Vif self-association inhibitors, primary screen, imaging, HEK293T, single point; HEK293T cells, Vif self-association by quenched fluorescence, 24 h; inhibition, % at 7.49 µM; 340,000 tested, 0.35% active; AID 602346, 2012; in the data active means inhibition above about 50%, passing the limit was not always enough; inconclusive means no clear call, values can overlap the other calls; inactive means below about 31%; further: some results filed as inactive read as strong as hits
* = called active by the depositor; ? = inconclusive; . = not tested or not shown.

(1) NC(=O)[C@H]1CC2(CC(c3cccc(NC(=O)CC(c4ccccc4)c4ccccc4)c3)=NO2)CN1C(=O)C(c1ccccc1)c1ccccc1 (some centres not stated)
(2) Cc1ccc2c(CN3CCN(CCO)CC3)cc(=O)oc2c1
(3) N#C/C=C/N1CCN(C(=O)c2ccco2)CC1
(4) COC(=O)COc1ccc(S(=O)(=O)Nc2ccc3c(c2)OCCO3)cc1C
(5) C=CCN1C(=O)SC(Cc2cccc(OC)c2O)C1=O (configuration not stated)
(6) Cn1c(SCC(=O)Nc2ccc3c(c2)OCCO3)nnc1C1CC1
(7) Cc1ccc(S(=O)(=O)N2CCN(C(=O)COC(=O)C3CCC3)CC2)c(C)c1
(8) O=C(CN1C(=O)c2cccc3cccc1c23)Nc1ccc(S(=O)(=O)Nc2nccs2)cc1
screen / no. | 1 | 2 | 3 | 4 | 5 | 6 | 7 | 8
NR2E3 ag-1 | 13 | -26 | -36 | -8 | 2 | -34 | -11 | 2
TRPM1 prom inh | 32 | 4 | -1 | 26 | -8 | 2 | 12 | -3
PDI turbidity | 3 | -5 | -13 | 24 | -6 | 12 | -4 | .
Peg3 prom inh | 26 | 11 | 8 | -5 | 6 | -8 | 1 | .
Shn3 inh set2 | 16 | -10 | -15 | 37 | -10 | 9 | 3 | 1
KKLEB tox | 6 | 4 | 7 | 10 | 6 | -1 | -3 | .
CaV13 ICDI inh | -3 | -3 | -3 | 1 | -2 | -3 | -6 | -5
HIF-2a block | 0 | -3 | 11 | 10 | -16 | -17 | 16 | .
CF NFkB block | 9 | 5 | -10 | -14 | 1 | 29 | 7 | .
NR2E3 ag-2 | -1 | 1 | 1 | 5 | 0 | -5 | -1 | 1
Vif imaging | 0 | -10 | 11 | -2 | -29 | 2 | -4 | -1

(9) COc1ccc(C(C)=O)cc1CSCCC#N
(10) O=C(Nc1ccccc1)c1ccc(COc2ccccc2)cc1
(11) CN(c1ccc(C(=O)N2CCOCC2)cc1)S(=O)(=O)c1cccs1
(12) COCCn1cc(-c2csc(N)n2)c2ccccc21
(13) COc1ccc(OCC(=O)Nc2ccc(S(=O)(=O)Nc3nc(C)cc(C)n3)cc2)cc1
(14) O=C(OCc1csc(Nc2ccccc2)n1)c1ccc(Cl)cc1
(15) CC(Sc1nc2ccccc2s1)C(=O)c1c(N)n(C)c(=O)n(C)c1=O (configuration not stated)
(16) CCNc1nc(Cl)nc(NNC(=O)C(C)Oc2ccccc2)n1 (configuration not stated)
screen / no. | 9 | 10 | 11 | 12 | 13 | 14 | 15 | 16
NR2E3 ag-1 | -39 | -26 | -28 | 5 | 25 | -31 | -18 | 15
TRPM1 prom inh | -6 | -51 | -9 | . | 7 | 5 | 7 | 10
PDI turbidity | -4 | -1 | 4 | 0 | -1 | 7 | 9 | -4
Peg3 prom inh | -5 | -79 | 3 | -15 | 8 | -11 | 16 | 17
Shn3 inh set2 | 1 | -83 | 0 | -11 | 8 | 15 | 16 | -8
KKLEB tox | -14 | 3 | 6 | 7 | 2 | -7 | 0 | 9
CaV13 ICDI inh | . | -3 | -2 | -6 | -5 | -6 | -6 | -5
HIF-2a block | -13 | -106 | -2 | 4 | 8 | -27 | 3 | 11
CF NFkB block | 5 | 8 | -16 | -8 | -1 | 18 | -6 | -6
NR2E3 ag-2 | -2 | 2 | 1 | -1 | 6 | 3 | 0 | -4
Vif imaging | . | 33 | 1 | -2 | 5 | 3 | 9 | -2

(17) Cc1ccc(C(=O)Nc2cc(Cl)ccc2N2CCCCC2)s1
(18) COc1cc(OC)c(C(=O)N(CCc2ccccc2)Cc2ccccc2)cc1OC
(19) CCOc1ccc(OCCC(=O)OCC(=O)N2CCN(S(=O)(=O)c3ccc(Cl)cc3)CC2)cc1
(20) CCOC(=O)N1CCN(C(=O)C2CCC(=O)N(CCCN3CCCC3=O)C2)CC1 (configuration not stated)
(21) COc1ccc(CCNC2=C(Cl)C(=O)N(CCc3ccccc3)C2=O)cc1OC
(22) CCN(CC)C(=O)c1ccc(Cc2cn(C)c3ccccc23)nc1
(23) CCOc1ccc(NC(=O)/C(C#N)=C\c2ccc(N3CCCC3)c(C)c2)cc1
(24) COc1ccc(CCNC(=O)Nc2ccc3nc([C@@H]4O[C@H](CO)[C@@H](O)[C@H](O)[C@H]4O)[nH]c3c2)cc1Br
screen / no. | 17 | 18 | 19 | 20 | 21 | 22 | 23 | 24
NR2E3 ag-1 | -13 | -12 | -30 | -10 | -3 | 4 | -5 | -17
TRPM1 prom inh | 10 | -1 | 38 | -3 | 3 | . | 31 | .
PDI turbidity | 2 | 4 | 3 | -11 | 0 | 9 | -2 | 19
Peg3 prom inh | 2 | 8 | 30 | -5 | 28 | -7 | 42 | -1
Shn3 inh set2 | 2 | 15 | 7 | 4 | -2 | -13 | 41 | -16
KKLEB tox | -12 | -16 | -13 | 9 | -9 | -2 | -6 | 0
CaV13 ICDI inh | -7 | -5 | -2 | . | -10 | -7 | -2 | ?
HIF-2a block | 14 | 19 | 30 | -13 | -6 | -12 | 5 | -7
CF NFkB block | 14 | 8 | 84* | -22 | 18 | -11 | 2 | -25
NR2E3 ag-2 | 1 | 4 | 4 | 4 | 2 | . | . | .
Vif imaging | 7 | . | ? | 14 | -15 | -13 | 54* | -3

Reprinted at random: two records from the list
(21) COc1ccc(CCNC2=C(Cl)C(=O)N(CCc3ccccc3)C2=O)cc1OC
(22) CCN(CC)C(=O)c1ccc(Cc2cn(C)c3ccccc23)nc1
screen / no. | 21 | 22
NR2E3 ag-1 | -3 | 4
TRPM1 prom inh | 3 | .
PDI turbidity | 0 | 9
Peg3 prom inh | 28 | -7
Shn3 inh set2 | -2 | -13
KKLEB tox | -9 | -2
CaV13 ICDI inh | -10 | -7
HIF-2a block | -6 | -12
CF NFkB block | 18 | -11
NR2E3 ag-2 | 2 | .
Vif imaging | -15 | -13

Given with tabs: part of the list above
entry	smiles	NR2E3 ag-1	TRPM1 prom inh	PDI turbidity	Peg3 prom inh	Shn3 inh set2	KKLEB tox	CaV13 ICDI inh	HIF-2a block	CF NFkB block	NR2E3 ag-2	Vif imaging
8	O=C(CN1C(=O)c2cccc3cccc1c23)Nc1ccc(S(=O)(=O)Nc2nccs2)cc1	2	-3	.	.	1	.	-5	.	.	1	-1
5	C=CCN1C(=O)SC(Cc2cccc(OC)c2O)C1=O (configuration not stated)	2	-8	-6	6	-10	6	-2	-16	1	0	-29
3	N#C/C=C/N1CCN(C(=O)c2ccco2)CC1	-36	-1	-13	8	-15	7	-3	11	-10	1	11

Next section:
(25) CN(CCCC(=O)Nc1ccccc1F)S(=O)(=O)c1ccc(F)cc1
(26) O=C(O)CC1COc2ccccc2N1C(=O)c1ccccc1Cl (configuration not stated)
(27) Cc1[nH]n2c(=O)c3c(nc2c1-c1ccccc1)CCCC3
(28) COc1ccc(-c2nnc(-c3ccc(Br)o3)o2)cc1OC
(29) CCOc1ccccc1OCCn1nc2ccccc2n1
(30) Cc1cc2c3c(c1)C1(C(=O)N3C(C)(C)CC2C)C(C#N)=C(N)OC2=C1C(=O)CC(C)(C)C2 (configuration not stated)
(31) COc1cc(C)ccc1N(CCCN1C(=O)c2cccc3cccc(c23)C1=O)C(=O)c1cccs1
(32) CCOCc1nnc(NC(=O)C2CC(=O)N(C3CCCC3)C2)s1 (configuration not stated)
screen / no. | 25 | 26 | 27 | 28 | 29 | 30 | 31 | 32
NR2E3 ag-1 | -15 | 2 | -3 | -48 | -5 | -4 | -26 | -13
TRPM1 prom inh | 4 | 6 | 7 | -19 | 4 | -4 | 2 | 2
PDI turbidity | -2 | 9 | 2 | 1 | 3 | -11 | 2 | 8
Peg3 prom inh | 15 | 7 | 0 | -137 | -17 | 23 | 12 | -41
Shn3 inh set2 | 1 | -16 | 4 | -59 | 33 | -4 | 26 | -5
KKLEB tox | 5 | -4 | 0 | 2 | -4 | 7 | -6 | 3
CaV13 ICDI inh | -5 | -4 | -4 | -4 | 0 | . | -18 | -7
HIF-2a block | 4 | 6 | 12 | -218 | -19 | 20 | 12 | 3
CF NFkB block | -4 | 16 | 7 | 17 | -1 | -5 | 13 | 18
NR2E3 ag-2 | 0 | 2 | 1 | -1 | 3 | -2 | 3 | 1
Vif imaging | 1 | 22 | 15 | -7 | -3 | 8 | 5 | -5

(33) O=S(=O)(O)c1nc2ccccc2[nH]1
(34) CCc1ccc(C2(C)SC(NC(C)=O)=NN2C(C)=O)cc1 (configuration not stated)
(35) CCC(Oc1ccccc1)C(=O)NC1C(=O)N2C1SC(C)(C)C2C(=O)O (configuration not stated)
(36) O=C(O)C1CCCCC1C(=O)NCc1ccccn1 (configuration not stated)
(37) COc1ccc(CCNC(=O)c2cc(S(=O)(=O)N3CCc4ccccc43)ccc2F)cc1OC
(38) Clc1ccc(-c2nnc(SCc3nc4ccccc4[nH]3)o2)c(Cl)c1
(39) CCCCNC(=O)N(c1c(N)n(Cc2ccccc2)c(=O)[nH]c1=O)C1CCCC1
(40) CCOC(=O)C1CCN(C=Nc2cc(C)on2)CC1
screen / no. | 33 | 34 | 35 | 36 | 37 | 38 | 39 | 40
NR2E3 ag-1 | -5 | -30 | -5 | -14 | -52 | 23 | -19 | -14
TRPM1 prom inh | -6 | 0 | -9 | -22 | . | 13 | 0 | 3
PDI turbidity | 1 | -1 | 0 | 6 | -11 | -14 | -3 | 7
Peg3 prom inh | 22 | 8 | -2 | 3 | 9 | -16 | 12 | 13
Shn3 inh set2 | 3 | -8 | 2 | -16 | 10 | 24 | 8 | -2
KKLEB tox | -7 | 1 | 11 | 2 | 8 | -1 | -1 | 4
CaV13 ICDI inh | -3 | -5 | -5 | 1 | -6 | . | -6 | .
HIF-2a block | 11 | -1 | 9 | 20 | 25 | -46 | 12 | 14
CF NFkB block | 9 | -2 | -14 | 11 | 0 | -12 | 13 | 11
NR2E3 ag-2 | -1 | 1 | 6 | 3 | . | -2 | 0 | 2
Vif imaging | 3 | 2 | -1 | -5 | 0 | -18 | -3 | 3
